Source: PubChem (several laboratories)
Myeloid diff MLP: compounds promoting myeloid differentiation; ER-HoxA9 myeloid progenitors, lysozyme-GFP differentiation, flow cytometry; calls only at 10 µM; AID 624256; 360,000 compounds, 1% hits;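 active = normalized GFP-positive differentiation at or above the plate's own cutoff, the solvent-only control mean plus 3 SD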;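 also: cells exposed to compound for four days before flow analysis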
T cell modulator: T cell immune modulators affecting CD8 T cell-vesicle binding. 2C CD8+ T cell-vesicle binding, flow cytometry; active compounds read low. calls only at 7 µM. 330,000 compounds, 0.068% hits. AID 2052;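 active = response, share of CD8 T cells binding vesicles, and their 90th percentile fluorescence all below set limits, cut at about 80% in these data, passing the limit was not always enough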
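Assay system: 2C TCR transgenic mouse naive CD8+ T cells, MACS-purified | Read-out: CD8+ gate FL2 mean fluorescence as % of same-row positive control | Signal: High-throughput flow cytometry with anti-B7-1 and anti-CD8 staining | Timing: Binding step 1.5 h, 37 °C, antibody labelling 20 min, ice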
GPR55 LPI antagonism: GPR55 antagonists blocking LPI-driven arrestin recruitment, primary screen, imaging, U2OS, beta-arrestin-GFP, LPI agonist (AID 2013); U2OS GPR55 beta-arrestin-GFP translocation imaging, LPI antagonism; higher % means a stronger effect; one-dose inhibition, % at 10 µM; IC50 in µM for titrated hits; 290,000 compounds, 0.13% hits;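 active = spots per cell inhibited over 60%, with over 100 cells counted and total cytoplasm intensity under 500,000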;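 also: U2OS cells stably carrying GPR55 and arrestin-GFP stimulated by 5 µM LPI near EC80; imaged beta-arrestin-GFP aggregate spots per cell after agonist stimulation; plate controls were LPI-stimulated DMSO wells for no effect and DMSO wells without LPI for full effect; some results filed as inactive read as strong as hits; confirmed hits need IC50 under 10 µM and bright autofluorescent wells are also inconclusive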
KOR beta-arrestin-1: KOR agonists, beta-arrestin recruitment, primary screen, cell-based, luminescence, uHTS (AID 1777) | KOR beta-arrestin recruitment, luminescence; higher % means a stronger effect | one-dose activation, % at 10 µM; EC50 in µM for titrated hits | 280,000 compounds, 0.02% hits; in the data active = activation above about 50%, passing the limit was not always enough; also: a part of the inactive calls stands beside numbers as strong as those of hits
GPR55 activation: selective activators of receptor GPR55 – imaging, U2OS cells, beta-arrestin-GFP redistribution, primary screen (AID 1961) | U2OS GPR55 beta-arrestin-GFP redistribution imaging; higher % means a stronger effect | one-dose activation, % at 10 µM; EC50 in µM for titrated hits | 290,000 compounds, 0.048% hits;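 active = activation above 40% with more than 50 cells counted in the well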;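 also: U2OS osteosarcoma cells stably expressing GPR55 and beta-arrestin-GFP; plate controls were DMSO negative control for no effect and LPI positive control for full effect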
KOR beta-arrestin-2: KOR antagonists, beta-arrestin recruitment, cell-based, luminescence, uHTS (AID 1778). KOR beta-arrestin recruitment, luminescence, antagonist mode; higher % means a stronger effect. inhibition, % at 10 µM; hits with a dose series show IC50 in µM. 290,000 compounds, 0.091% hits; also: strong numbers were not always called active
NOD1 inhibition: NOD1 signaling inhibitors, primary screen, cell-based, luminescence, uHTS (AID 1578); 290,000 compounds, 1% hits; NOD1-driven NF-kB luciferase reporter cells, luminescence; higher % means a stronger effect; one-dose inhibition, % at 4 µM; EC50 in µM for titrated hits; in the data active = inhibition mostly above about 36%, no sharp cut-off; inactive = mostly below about 34%;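 also: HEK-293T reporter cells stimulated with the NOD1 agonist gamma-tri-DAP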
NTR1 ag: agonists of NTR1, primary screen, imaging, U2OS cells, beta-arrestin-GFP, high content (AID 493036). NTR1-U2OS beta-arrestin-GFP spot imaging, agonist mode. activation, % at 20 µM. 330,000 compounds, 0.17% hits;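 active = activation at or above 40% of the spot to cytoplasm intensity ratio, with at least 20 cells analyzed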;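 also: 0% = DMSO without peptide and 100% = 100 nM NTR1 peptide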
Target sequence (P30989 whole entry, looked up): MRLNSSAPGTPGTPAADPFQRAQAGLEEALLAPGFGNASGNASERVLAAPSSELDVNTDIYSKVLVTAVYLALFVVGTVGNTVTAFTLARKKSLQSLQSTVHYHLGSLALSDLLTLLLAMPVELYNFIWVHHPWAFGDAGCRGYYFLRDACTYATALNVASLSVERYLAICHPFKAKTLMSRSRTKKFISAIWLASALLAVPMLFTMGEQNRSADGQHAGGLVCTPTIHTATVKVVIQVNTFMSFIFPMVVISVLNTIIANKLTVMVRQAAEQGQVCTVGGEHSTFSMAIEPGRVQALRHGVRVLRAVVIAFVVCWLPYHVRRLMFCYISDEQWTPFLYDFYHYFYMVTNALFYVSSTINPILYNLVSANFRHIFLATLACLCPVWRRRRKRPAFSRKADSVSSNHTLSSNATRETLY
NOD2 inhibition: inhibition of NOD2-driven NF-kB reporter – cell-based, luminescence, uHTS, HEK293 (AID 1566) | HEK293 NOD2/NF-kB luciferase reporter, luminescence; higher % means a stronger effect | inhibition, % at 4 µM, or EC50 in µM where a hit was titrated | 290,000 compounds, 0.63% hits; also: many of its hits are not listed in these tables
T cell modulator vesicle-bound %: further read-out of T cell modulator, marked with its call; double positive events, %; measured here: CD8+ vesicle-bound cell fraction;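 binding gate set so that unloaded-vesicle control wells show 10% double positive cells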
NTR1 ag cell count 20 µM: recorded beside NTR1 ag, whose call it bears; cell count; measured here: cell count, cytotoxicity flag
Myeloid diff MLP GFP+ MAC1+ %: further read-out of Myeloid diff MLP, marked with its call; GFP+ MAC1+ double positive, %; measured here: differentiation confirmed by MAC1 staining
* = called active by the depositor; i = inactive; / = no result given; [ ] = remark or other dose. Rule as the data show it, unless noted: active = inhibition above about 50%; inactive = the rest. This is a subset, so the mix of outcomes need not match the whole.

SMILES | Myeloid diff MLP | Myeloid diff MLP GFP+ MAC1+ % | T cell modulator | T cell modulator vesicle-bound % | GPR55 LPI antagonism | KOR beta-arrestin-1 | GPR55 activation | KOR beta-arrestin-2 | NOD1 inhibition | NTR1 ag | NTR1 ag cell count 20 µM | NOD2 inhibition
Cc1ccc(S(=O)(=O)N2CCCC2C(=O)NCCc2nc3ccccc3[nH]2)cc1 (stereo unspecified) | i | 1.0 | i | 60.6 | 4.7% | 7.1% | -0.3% | 6.2% | -11.7% | 4.0 | 72 | 23.1%
NS(=O)(=O)c1cccc(NC(=O)CCC(=O)c2cccs2)c1 | i | 0.7 | i | 21.6 | -1.7% | -1.9% | 0.0% | -28.0% | 0.7% | -0.5 | 82 | 8.4%
O=C(Cn1c(=O)n(CC(=O)NCc2ccccc2)c2ccccc21)NCc1ccccc1 | i | 1.3 | i | 35.1 | 17.8% | / | 0.7% | / | -20.2% | -0.4 | 59 | 6.0%
Nn1c(=O)[nH]c2c([nH]c3ccccc32)c1=O | i | 0.2 | i | 33.7 | -17.2% | -1.3% | 1.3% | -2.3% | -32.0% | 0.5 | 38 | 8.2%
Cc1ccc(OCCn2cnc3cc([N+](=O)[O-])ccc3c2=O)cc1 | i | 0.2 | i | 44.5 | 7.5% | -2.5% | 0.2% | -34.4% | -15.6% | 2.1 | 55 | 24.2%
Cc1cc(C)n2c(SC/C(O)=C(\C#N)c3nc4ccccc4[nH]3)nnc2n1 | i | 2.4 | i | 25.0 | -15.5% | / | -1.0% | -28.3% | -10.2% | 0.7 | 77 | 14.8%
Cc1cc(Cl)ccc1OCCn1cncn1 | i | 0.1 | i | 55.8 | -0.9% | 0.4% | -0.3% | -26.6% | -21.9% | -0.7 | 70 | 14.9%
CCOc1ccc2c(c1)nc(NCCCO)n2Cc1ccccc1 | i | 1.6 | i | 43.1 | 5.5% | -3.0% | -0.1% | -6.4% | 1.7% | 0.0 | 53 | 21.4%
COc1cc2c(cc1OC)C(C(=O)O)C(c1cc(Br)c(O)c(OC)c1)N(C)C2=O (stereo unspecified) | i | 0.9 | i | 38.5 | 7.7% | -1.6% | 0.0% | -2.1% | -1.9% | -3.6 | 48 | -2.9%
CCOc1ccccc1NC(=S)NNS(=O)(=O)c1c(C)cc(C)cc1C | i | 1.0 | i | 38.0 | 10.9% | -1.7% | -0.3% | -2.7% | -18.0% | -0.5 | 61 | 9.9%
Cc1cc(C)n(CCCO)c(=O)c1C#N | i | 12.9 | i | 63.7 | -6.5% | 3.4% | 0.3% | -38.5% | -3.8% | -1.9 | 40 | -3.2%
O=C(Nc1cccn2ncnc12)c1ccc(Cl)cc1 | i | 0.6 | i | 47.2 | 8.6% | 4.5% | -0.3% | -39.6% | 18.7% | 0.1 | 78 | -0.1%
CCOc1ccc(Cc2nc(-c3nonc3N)no2)cc1OCC | i | 2.2 | i | 20.7 | -0.6% | 2.1% | 0.2% | 15.2% | -21.4% | -0.3 | 54 | -8.6%
CN(C)S(=O)(=O)c1ccc2nc(NC(=O)c3cccnc3)sc2c1 | i | 0.4 | i | 12.0 | -4.3% | 3.0% | -0.1% | 7.7% | -23.2% | -0.2 | 70 | -38.4%
Cc1c(Cl)cccc1NC(=O)CNc1cccc(C(F)(F)F)c1 | i | 0.2 | i | 44.2 | 7.0% | -4.2% | -0.2% | -1.3% | -31.2% | -0.3 | 66 | 6.0%
Cc1ccc(S(=O)(=O)N2CCCC2C(=O)NCc2ccccc2Cl)cc1 (stereo unspecified) | i | 1.1 | i | 42.2 | -12.1% | 6.5% | -0.1% | -18.3% | 6.3% | -0.8 | 58 | -2.3%
Cc1ccc(C(=O)c2coc3c2C(=O)C(=O)c2ccccc2-3)cc1 | i | 0.7 | i | 34.9 | 8.1% | 9.3% | -0.1% | -140.4% | -127.9% | 5.2 | 41 | -3.9%
COc1cccc(NC(=S)NNC(=O)c2ccccc2OC(F)F)c1 | i | 8.5 | i | 46.8 | 2.1% | 3.1% | -0.1% | -21.1% | 11.3% | -0.3 | 80 | 10.5%
Cc1ccc(S(=O)(=O)N2CCN=C2SC(C)c2ccccc2)cc1 (stereo unspecified) | i | 5.2 | i | 20.1 | 13.1% | 1.8% | 0.3% | -33.4% | 6.8% | 3.1 | 42 | 15.0%
COc1ccc(C(CCN(Cc2ccc(OC)c(OC)c2)C(C)=O)c2ccccc2)cc1 (stereo unspecified) | i | 0.8 | i | 58.7 | -4.1% | -2.8% | -0.2% | 18.8% | 14.5% | 0.6 | 67 | 18.9%

Overlap with the part before: 3 entries, then new ones.
SMILES | Myeloid diff MLP | Myeloid diff MLP GFP+ MAC1+ % | T cell modulator | T cell modulator vesicle-bound % | GPR55 LPI antagonism | KOR beta-arrestin-1 | GPR55 activation | KOR beta-arrestin-2 | NOD1 inhibition | NTR1 ag | NTR1 ag cell count 20 µM | NOD2 inhibition
COc1cccc(NC(=S)NNC(=O)c2ccccc2OC(F)F)c1 | i | 8.5 | i | 46.8 | 2.1% | 3.1% | -0.1% | -21.1% | 11.3% | -0.3 | 80 | 10.5%
Cc1ccc(S(=O)(=O)N2CCN=C2SC(C)c2ccccc2)cc1 (stereo unspecified) | i | 5.2 | i | 20.1 | 13.1% | 1.8% | 0.3% | -33.4% | 6.8% | 3.1 | 42 | 15.0%
COc1ccc(C(CCN(Cc2ccc(OC)c(OC)c2)C(C)=O)c2ccccc2)cc1 (stereo unspecified) | i | 0.8 | i | 58.7 | -4.1% | -2.8% | -0.2% | 18.8% | 14.5% | 0.6 | 67 | 18.9%
Fc1ccc(COc2ccc3ccccc3c2CNc2nn[nH]n2)cc1 | i | 0.6 | i | 24.9 | -6.2% | 0.0% | 0.3% | -32.7% | -36.7% | -0.1 | 45 | -1.9%
Cc1cc(C)n(-c2nc3ccccc3c(=O)n2OCC#N)n1 | i | 3.3 | i | 44.6 | -11.1% | -0.4% | 0.0% | 16.4% | 108.6%* | -0.1 | 63 | -66.8%
CCC(=O)Nc1nnc(SCC(=O)NC2CCCC2)s1 | i | 0.3 | i | 25.5 | -5.0% | 0.6% | -0.1% | -18.9% | -21.7% | 0.4 | 41 | -6.7%
CC(C)COc1ccc(/C=C2/Sc3ccccc3C2=O)cc1 | i | 1.7 | i | 38.8 | 4.6% | 0.2% | 0.2% | -10.3% | -10.4% | 0.1 | 62 | -67.4%
COc1ccc(CCn2c(=S)[nH]c3cc(C(=O)NCc4ccco4)ccc3c2=O)cc1OC | i | 0.6 | i | 49.8 | 6.1% | -1.6% | -0.1% | 10.3% | -17.5% | 18.5 | 99 | 22.2%
CCCc1ccc(OCC(O)CN2CCN(c3ccccn3)CC2)cc1 (stereo unspecified) | i | 0.0 | i | 18.2 | 4.1% | -3.0% | -0.2% | -0.3% | -33.0% | 0.3 | 61 | -17.2%
COc1ccccc1N1CCN(/N=C/c2cccc(O)c2)CC1 | i | 0.1 | i | 44.4 | 5.9% | / | -0.1% | 22.6%[20 µM] | -32.7% | -0.4 | 81 | -54.0%
Cc1ccnc(NC(=O)COc2ccccc2[N+](=O)[O-])c1 | i | 0.3 | / | / | 1.4% | -3.0% | 0.7% | 23.2% | -39.1% | / | / | -43.4%
O=C(Nc1ccc(CN2CCOCC2)cc1)c1cccc(-c2cc3ccccc3oc2=O)c1 | i | 0.4 | i | 7.9 | 8.3% | 0.1% | -0.2% | -37.8% | -32.5% | 2.3 | 76 | 15.0%
COc1ccc(/C=C/C(=O)Nc2cccnc2)cc1OC | i | 0.2 | i | 59.3 | 9.0% | -3.1% | 0.3% | 1.0% | -49.4% | -1.1 | 100 | -25.7%
COc1ccc(C2=NN(C(=O)CSc3ncccn3)C(c3ccc(C)cc3)C2)cc1 (stereo unspecified) | i | 0.6 | i | 7.2 | 10.8% | 7.7% | -0.1% | -8.5% | 34.5% | 5.8 | 57 | -14.2%
Cc1ccccc1NC(=O)c1ccccc1NS(=O)(=O)c1cccc2cccnc12 | i | 1.0 | i | 11.6 | 2.0% | 0.2% | 0.4% | -43.4% | 10.7% | -0.9 | 29 | 9.4%
COc1cc(NS(=O)(=O)c2ccc(NC(=O)/C=C/c3cccc([N+](=O)[O-])c3)cc2)ncn1 | i | 0.4 | i | 45.2 | -5.4% | 1.3% | -0.4% | -5.2% | -37.6% | 0.0 | 42 | 7.5%
COc1cc(-c2nc3c(c(C)nn3-c3ccccc3)c3cc(OC)c(OC)cc23)ccc1O | i | 0.0 | i | 14.7 | 0.4% | 6.8% | -0.1% | 4.7% | 17.1% | 7.6 | 47 | 18.4%
CC1(C)CC(=O)c2c(O)cc(OCc3ccc([N+](=O)[O-])cc3)cc2O1 | i | 1.3 | i | 55.7 | 20.1% | -1.5% | -0.2% | -2.9% | / | 3.7 | 61 | -90.0%
CCn1c(=O)n(CC)c2cc(N3CCCC3)c(NC(=O)c3ccccc3F)cc21 | i | 4.4 | i | 20.9 | 9.5% | -4.2% | -0.2% | -3.6% | -15.7% | 2.5 | 60 | -9.1%
Cc1ccc2nc3c(cc2c1)c(NC(=O)c1cccnc1)nn3C | i | 1.0 | i | 41.4 | 1.6% | -4.7% | 0.0% | 18.3% | -14.4% | -0.1 | 64 | -10.0%
CC(NCCN(C)C)C(=O)C12CC3CC(CC(C3)C1)C2 (stereo unspecified) | i | 0.5 | i | 37.2 | -3.3% | -1.8% | 0.7% | 11.2% | 1.2% | 0.5 | 58 | 22.6%
Cc1ccc(NC(=O)/C(C#N)=C/c2ccsc2)c(C)c1 | i | 0.5 | i | 21.3 | 1.5% | 0.1% | -0.3% | -6.0% | -49.6% | 4.1 | 68 | -35.2%
CCC(C)[C@H](NC(=O)NCc1ccco1)C(=O)O (stereo partly specified) | i | 6.4 | i | 18.0 | 8.6% | 3.3% | -0.3% | -21.5% | 12.4% | 2.0 | 57 | -23.4%
CC(=O)c1nnn(-c2nc(N)nc(N(c3ccccc3)c3ccccc3)n2)c1C | i | 0.4 | i | 22.4 | 9.4% | -2.1% | 0.6% | -4.0% | 18.6% | 3.9 | 84 | 9.7%
CC(OC(=O)c1ccccc1Nc1ccc(SC(F)F)cc1)C(N)=O (stereo unspecified) | i | 0.3 | i | 45.5 | 5.8% | 1.1% | -0.4% | -11.8% | 17.9% | 10.1 | 86 | 4.5%
O=C1CC(NCC2CCCO2)C(=O)N1c1ccc(F)cc1 (stereo unspecified) | i | 0.2 | i | 52.8 | -8.5% | 4.1% | -0.3% | -10.7% | -37.7% | 0.1 | 75 | -10.3%
